# KCNQ1 pot: potentiates or activates the human KCNQ1 potassium channel. P51787. CHO-K1 KCNQ1, thallium flux FluxOR fluorescence; hits give high values. B-score at 10 µM. 310,000 compounds, 0.35% hits. AID 2648;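 active means fluorescence ratio B-score, a plate-corrected score, at least three library SD, with initial intensity B-score within 5 SD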
#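 assay system = CHO-K1 cells stably expressing KCNQ1 | medium = assay buffer, equal DMSO in all wells | timing = 37 °C overnight plating, 90-min dark dye load, 20-min compound pretreatment | measured by = kinetic FluxOR thallium fluorescence, 10-s 1-Hz baseline, 110-s post-stimulus read | measure = fluorescence change relative to baseline, converted to B score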
# Dyrk1A ADPGlo: inhibitors of rat Dyrk1A kinase | Q63470 | 310,000 compounds, 0.43% hits | inhibition, % at 12.5 µM | ADP-Glo luminescence, NFATc1 peptide; in the data active means inhibition above about 50%;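 further: plate controls were vehicle with enzyme for no effect and no enzyme for full effect; many of its hits are not listed in these tables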
# TRPC4 inh: inhibitors of mouse TRPC4 channel. B-score at 10 µM. 300,000 compounds, 0.39% hits. HEK293 TRPC4beta/mu-opioid, DAMGO-evoked Fluo4 calcium flux; hits give low values;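 active means B-score over 3 SD under the library average, no early fluorescence shift, positive overall ratio signal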
# Target sequence (Q9QUQ5 whole entry, looked up): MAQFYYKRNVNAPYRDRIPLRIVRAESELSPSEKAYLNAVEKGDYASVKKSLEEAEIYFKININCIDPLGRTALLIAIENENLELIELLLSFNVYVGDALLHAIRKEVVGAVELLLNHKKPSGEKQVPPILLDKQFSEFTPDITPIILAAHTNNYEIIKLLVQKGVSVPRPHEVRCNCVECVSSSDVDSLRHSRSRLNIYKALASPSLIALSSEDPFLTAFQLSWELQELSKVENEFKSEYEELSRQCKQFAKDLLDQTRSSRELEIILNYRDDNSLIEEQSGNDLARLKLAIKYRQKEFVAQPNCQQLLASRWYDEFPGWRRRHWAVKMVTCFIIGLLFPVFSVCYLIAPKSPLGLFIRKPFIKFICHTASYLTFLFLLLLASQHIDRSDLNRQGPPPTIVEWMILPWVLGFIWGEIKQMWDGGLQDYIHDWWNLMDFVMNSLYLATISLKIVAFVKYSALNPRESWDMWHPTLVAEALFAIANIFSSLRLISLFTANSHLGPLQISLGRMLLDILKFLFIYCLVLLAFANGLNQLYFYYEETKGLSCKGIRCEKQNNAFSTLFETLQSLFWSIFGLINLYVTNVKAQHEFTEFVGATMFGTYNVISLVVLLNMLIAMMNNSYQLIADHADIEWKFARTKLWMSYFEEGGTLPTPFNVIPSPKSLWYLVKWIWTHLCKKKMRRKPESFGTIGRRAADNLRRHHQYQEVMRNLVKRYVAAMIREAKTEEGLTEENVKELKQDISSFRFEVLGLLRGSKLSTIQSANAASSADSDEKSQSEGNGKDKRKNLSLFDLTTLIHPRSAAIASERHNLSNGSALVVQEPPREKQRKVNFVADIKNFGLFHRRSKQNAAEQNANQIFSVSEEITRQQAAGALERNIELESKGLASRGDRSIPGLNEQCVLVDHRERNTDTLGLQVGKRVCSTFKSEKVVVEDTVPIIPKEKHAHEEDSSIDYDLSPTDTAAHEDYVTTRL
#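 material = TRPC4beta/mu-opioid receptor HEK293 cell line | probe or stimulus = sequential submaximal and maximal DAMGO stimulation | compound dosing = one concentration per compound | measured by = Fluo4 Ca2+ flux fluorescence | evaluation = integrated fluorescence ratio relative to baseline, converted to per-well B score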
# TRPC4 potent: allosteric potentiators of mouse TRPC4 channel; Q9QUQ5; HEK293 TRPC4beta/mu-opioid, DAMGO EC20, Fluo-4 Ca2+ flux; hits give high values; B-score at 10 µM; 310,000 compounds, 0.42% hits; AID 2227;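 active means B-score of calcium response area above 5 SD of library B-scores, with initial fluorescence ratio within 5 SD of library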;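 further: B-score of integrated fluorescence ratio over time as area under calcium response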
# PolyA inh: yeast polyadenylation inhibition; S. cerevisiae SKY197-pL101 polyadenylation reporter, beta-gal luminescence; efflux-impaired pdr1/pdr3 knockout yeast; score 100 = 6 SD above DMSO; 300,000 compounds, 0.02% hits; calls only at 12 µM;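 active means lowest replicate activity score at least 50, where 100 means six control SD above control mean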;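 further: yeast exposed to compound for 9 h at 30 °C; higher score means more reporter readthrough which indicates perturbed polyadenylation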
# KCNK9 block: human KCNK9 channel inhibition. Q9NPC2. HEK293 KCNK9, FluxOR thallium flux fluorescence; hits give low values. B-score at 10 µM. 310,000 compounds, 1.2% hits. AID 488922;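 active means ratio B-score over 3 SD below the library mean, with starting fluorescence within 5 SD of its mean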;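 further: negative B-score means less thallium flux so channel inhibition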
# hERG protect: shields human hERG channel from block by proarrhythmic agents; CHO-hERG, FluxOR thallium flux, dofetilide IC70 present; AID 1511; activation (rescue from dofetilide block), less the hit threshold, % at 10 µM; Q12809; 310,000 compounds, 0.51% hits;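 active means activation above the mean of controls blocked by dofetilide plus 5 SD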;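 further: thallium influx through hERG after potassium depolarization seen as dye fluorescence rise; in these data hits start at about 4.7%; inactives centre near -7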
# KCNK3 inh: human KCNK3 channel inhibition, primary screen; O14649; CHO-KCNK3 thallium flux, FluxOR fluorescence; hits give low values; 340,000 compounds, 0.84% hits; AID 602410; B-score at 10 µM;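 active means B-score under library mean minus 4 SD, starting fluorescence ratio at most library mean plus 5 SD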;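 further: more negative B-score means stronger inhibition of thallium flux through KCNK3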
# Platelet DG rel: platelet dense granule release activity; human platelet-rich plasma, SFLLRN dense granule ATP release, luminescence; inhibition, %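 (compounds screened at 7.5 µM in platelet-rich plasma)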; 300,000 compounds, 0.22% hits; AID 1663;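 active means mean replicate score, as percent of positive control, at or above 50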
# TRPC4 agonist: opens the mouse TRPC4 cation channel; Q9QUQ5; HEK293 TRPC4beta/mu-opioid, Fluo4 calcium fluorescence; hits give high values; B-score at 10 µM; 310,000 compounds, 0.49% hits; AID 2237;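 active means B-score above 5 SD of library B-scores, and initial fluorescence ratio not above library mean plus 5 SD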;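 further: positive B-score marks a calcium rise read as TRPC4 activation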
#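 Material: HEK293 stable line with TRPC4beta plus mu-opioid receptor; technique: Fluo4 calcium-sensitive dye fluorescence, kinetic, 1 Hz baseline; timing: Fluo4 dye loading 45 min at room temperature, 110 s recording; controls: assay buffer as low control, maximal DAMGO as high control; read-out: integrated baseline-normalised fluorescence ratio, converted to per-well B score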
# KCNQ1 block: blocks the human KCNQ1 potassium channel. CHO-K1 KCNQ1, FluxOR thallium flux fluorescence; hits give high values. B-score at 10 µM. 310,000 compounds, 1.3% hits. AID 2642;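 active means compounds whose thallium flux B-score, printed positive for inhibition, exceeds three library SD while starting fluorescence stays within three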;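 further: channel opened by potassium depolarization with thallium stimulus after 20 min compound exposure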
# * hit, by the source's call; i = inactive; . = not tested or not shown. This is a subset, so the mix of outcomes need not match the whole.
Compound,KCNQ1 pot,Dyrk1A ADPGlo,TRPC4 inh,TRPC4 potent,PolyA inh,KCNK9 block,hERG protect,KCNK3 inh,Platelet DG rel,TRPC4 agonist,KCNQ1 block
OC(CC#CCN1CCCC1)(c1ccccc1)c1ccccc1,i,.,i,i,i,i,-8,i,5,i,i
COCCn1c(SCC(=O)N2CCCC2)nnc1-c1ccoc1C,i,17,i,i,i,i,-7,i,-3,i,i
COc1ccc(C(C(=O)NC(C)(C)C)N(C(=O)CCC(=O)Nc2cc(C)on2)c2ccc(C)c(C)c2)cc1 (configuration not stated),i,-3,i,i,i,i,-10,i,-4,i,i
CN(C)CCOC(=O)C12CC3CC(C1)CC(C(=O)OCCN(C)C)(C3)C2,i,10,i,i,i,i,-9,i,3,i,i
COCCNC(=O)CCn1nc(-c2ccc(C)cc2)ccc1=O,i,1,i,i,i,i,-4,i,5,i,i
O=C1[C@H]2[C@@H](c3ccc(F)cc3)N3C(=O)N(c4cccc(Cl)c4)C(=O)[C@@]3(Cc3ccccc3)[C@H]2C(=O)N1C1CCCCC1,i,12,i,i,i,i,-3,i,-3,i,7*
COc1ccccc1C1NC(=O)c2ccccc2O1 (configuration not stated),i,-4,i,i,i,i,-3,i,-9,i,i
Cc1cccc(-c2c3c(nc4c2c(=O)n(C)c(=O)n4C)-c2ccccc2C3O)c1 (configuration not stated),i,-5,i,i,i,i,-5,i,0,i,i
Cc1ccc(S(=O)(=O)NC(=O)Nc2cccc(C)n2)cc1,i,.,i,i,i,i,-13,i,-5,i,i
Cc1ccc(Cl)cc1N(C(=O)c1csnn1)C(C(=O)NC1CCCC1)c1ccco1 (configuration not stated),i,-4,i,i,i,i,-2,i,1,i,i
CCOC(=O)N1CCN(S(=O)(=O)c2cccc3nsnc23)CC1,i,-4,i,i,.,i,-11,i,11,i,i
CCC(=O)N1CCN(c2ccc(NC(=O)c3ccc(N4CCCC4)c([N+](=O)[O-])c3)cc2)CC1,i,2,i,i,i,i,-1,i,1,i,i
COCCn1c(=NC(=O)C2COc3ccccc3O2)sc2cc(S(N)(=O)=O)ccc21 (configuration not stated),i,-12,i,i,i,i,-10,i,10,i,i
Cn1c(C(O)c2ccc3c(c2)OCO3)nc2ccccc21 (configuration not stated),i,0,i,i,i,i,-9,i,3,i,i
O=C(NNC(=O)c1nn(-c2ccc(F)cc2)ccc1=O)Nc1cccc(Cl)c1,i,3,i,i,i,i,-5,i,4,i,i
CCCCCCOC(=O)/C=C/c1c(C)[nH]c(=O)[nH]c1=O,i,1,i,i,i,i,-5,i,4,i,i
Cc1ccc(NS(=O)(=O)c2ccc(C(=O)NCc3ccncc3)cc2)cc1,i,1,i,i,.,i,-9,i,-1,i,i
Cc1nnc(Sc2cc(C(=O)NCCCOC(C)C)c3ccccc3n2)s1,i,-1,i,i,i,i,-8,i,4,i,i
Cc1[nH][nH]c(=O)c1C(c1ccc([N+](=O)[O-])cc1)c1c(C)[nH][nH]c1=O,i,.,i,i,i,i,-10,i,-1,i,i
COc1ccc(N(C(=O)CNC(=O)c2ccco2)C(C(=O)NCC2CCCO2)c2ccccc2)cc1 (configuration not stated),i,2,i,11*,i,i,-5,i,-2,i,i
COc1ccc(/C=N\NC(=O)c2ccc(=O)[nH]n2)cc1O,i,20,i,i,i,i,-5,i,16,i,i
C=CCC(Nc1ccccc1)c1cccc(OC)c1OC (configuration not stated),i,.,i,i,i,i,-9,i,-2,i,i
Cc1c(OCC(=O)C(C)(C)C)ccc2c(-c3ccccc3)cc(=O)oc12,i,7,i,i,i,i,-4,i,19,i,i
COc1cc(C(=O)NCCSc2ccc(Cl)cc2)cc(OC)c1OC,i,-3,i,i,i,i,-4,i,0,i,i
O=C(O)CCCCCCCCCCCc1ccccc1,i,-1,i,i,i,i,-3,i,2,i,i
COC(=O)CCCC[C@@H]1SC[C@@H](NC(=O)OC)[C@@H]1NC(=O)OC,i,-1,i,i,i,i,0,i,-3,i,i
COC(=O)c1c(C(=O)OC)c2oc3ccccc3n2c1Cl,i,-1,i,i,i,i,-10,i,4,i,i
Cc1ccc(-c2cc3nc(-c4ccc(Br)cc4)cc(N)n3n2)cc1,i,-1,i,i,i,i,-11,i,19,i,i
Clc1ccc(-c2nnc(N3CCCC3)nn2)cc1,i,3,i,i,.,i,-11,i,1,i,i
CCOc1ccccc1C(=O)N/N=C/c1coc2ccc(C)cc2c1=O,i,1,i,i,.,i,-7,i,.,i,i
C=CCn1c(-c2cccnc2)n[nH]c1=S,i,1,i,i,i,i,-4,i,-8,i,i
CC1CCC2(CC1)NC(=S)N(c1ccccc1)N2 (configuration not stated),i,-5,i,i,i,i,-2,i,-2,i,i
CCOc1ccc(-n2ccc(=O)c(C(=O)Nc3ccc(S(=O)(=O)Nc4ncccn4)cc3)n2)cc1,i,-9,i,i,i,i,-7,i,3,i,i
CC(=O)Nc1cc(ON=C(C)C)cc([N+](=O)[O-])c1,i,-6,i,i,i,i,-8,i,-11,i,i
CN(Cc1ccccc1)C(=O)Nc1ccccc1,i,3,i,i,i,i,-10,i,0,i,i
CCCCCCCC(=O)Nc1cc(C(=O)NCc2ccc(C)cc2)ccc1N1CCC2(CC1)CC(c1ccccc1)=NO2,i,3,i,i,i,i,-10,i,-2,i,i
Cc1ccccc1OC(C)C(=O)NC1CCCC1 (configuration not stated),i,4,i,i,i,i,-6,i,19,i,i
CC1Cc2ccccc2N1C(=O)CCS(=O)(=O)c1cccc2nonc12 (configuration not stated),i,2,i,i,i,i,-8,i,5,i,i
Cc1ccc(S(=O)(=O)N2CCCC(C(=O)Nc3ccc(NC(=O)c4ccccn4)cc3)C2)cc1 (configuration not stated),i,-9,i,i,i,i,-9,i,6,i,i
COc1ccccc1CN(Cc1nc2ccccc2c(=O)[nH]1)C(=O)Nc1ccccc1,i,-2,i,i,i,i,-9,i,-1,i,i
CCOc1ccc(NC2CCN(C(C)=O)CC2)cc1,i,1,i,i,i,i,-8,i,-7,i,i
O=C(c1cc(COc2ccc(F)cc2Cl)on1)N1CCCCC1c1cccnc1 (configuration not stated),i,-1,i,i,i,i,-6,i,-13,i,i
CCCCC(CC)Cn1c2nc3ccccc3nc2c2c(=N)oc(C)nc21 (configuration not stated),i,.,i,i,i,i,-6,.,11,i,i
COc1ccc(NC(=O)Nc2cc(C(C)(C)C)on2)cc1OC,i,-3,i,i,i,i,-11,i,-15,i,i
CCCCN1C(=O)C(O)=C(C(C)=O)C1c1ccccc1[N+](=O)[O-] (configuration not stated),i,3,i,i,i,i,-11,i,-3,i,i
Clc1ccccc1C(c1ccccc1)(c1ccccc1)n1ccnc1,i,-4,i,i,i,-18*,-14,-11*,2,i,i
Cc1nc(S(=O)(=O)c2ccc(Cl)cc2)nc2c1CCC2,i,-1,i,i,i,i,-5,i,-1,i,i
COc1ccc(CCN=C(N)NS(=O)(=O)c2ccccc2)cc1,i,-1,i,i,i,i,-8,i,-15,i,i
O=C(O)CCc1ccc(-c2ccc(Br)cc2)o1,i,-5,i,i,i,i,-6,i,-1,i,i
O=C(Nc1ccc(OC(F)(F)F)cc1)c1[nH]ncc1[N+](=O)[O-],i,18,.,i,i,i,-4,i,-1,i,i
Cc1ccc(NC(=O)Cn2ccc([N+](=O)[O-])n2)cc1Cl,i,0,i,i,i,i,-1,i,0,i,i
Cc1cccn2c(=O)c(/C=C(\C#N)S(=O)(=O)c3ccccc3)c(N3CCN(Cc4ccccc4)CC3)nc12,i,-4,i,i,i,i,-17,-10*,7,i,i
CCOC(=O)NC(=O)C(=CNc1cccc(C)c1)C(=O)NC(=O)OCC,i,-1,i,i,i,i,-3,i,-3,i,i
O=C(CCN1C(=O)COc2ccccc21)NCCCN1CCc2ccccc2C1,i,.,.,i,i,i,-12,i,-6,i,i
Cc1ccc(C)c(N2CCN(S(=O)(=O)c3ccc4c(c3)CC(=O)N4C)CC2)c1,i,3,i,i,i,i,-10,i,12,i,i
CC(=O)Oc1ccc2c(c1)OC(c1ccccc1)CC21CC(C)(C)NC(=S)N1 (configuration not stated),i,4,i,i,i,i,-7,i,-4,i,i
CCOC(=O)c1c(C(F)(F)F)nc2ncccn12,i,6,i,i,i,i,-10,i,-4,i,i
CCOC(=O)c1c(N)sc(C(C)=O)c1C,i,23,i,i,i,i,5,i,-2,i,i
O=C(NC(=O)c1ccccc1Cl)C(=O)Nc1ccc(Cl)cc1,i,-3,i,i,i,i,-4,i,3,i,i
O=[N+]([O-])c1ccc(O)c(/C=N/n2c(CO)nc3ccccc32)c1,i,-4,i,i,i,i,-9,i,11,i,i

# More results
Compound,KCNQ1 pot,Dyrk1A ADPGlo,TRPC4 inh,TRPC4 potent,PolyA inh,KCNK9 block,hERG protect,KCNK3 inh,Platelet DG rel,TRPC4 agonist,KCNQ1 block
Cc1cccc(NC(=O)/C(=C\c2cccs2)NC(=O)c2ccccc2)c1,i,7,i,i,i,i,-4,i,0,i,i
COC(=O)Cc1n[nH]c(=S)[nH]c1=O,i,-2,i,i,i,i,-6,i,-2,i,i
COc1ccccc1C(=O)OCC(=O)c1cccc([N+](=O)[O-])c1,i,-6,i,i,i,i,-17,i,2,i,i
CCOc1ccc2ncc(S(=O)(=O)c3ccccc3)c(N3CCN(c4ccccc4)CC3)c2c1,i,-8,i,i,i,i,-8,i,3,i,i
O=C(NCCN1CCOCC1)C1CC(=O)N(c2ccc(Cl)cc2)C1 (configuration not stated),i,-2,i,i,i,i,-7,i,3,i,i
COc1ccccc1C(=O)N1CCN(S(=O)(=O)Cc2ccccc2)CC1,i,0,i,i,i,i,-16,i,-5,i,i
COc1ccc(N2CCN(S(=O)(=O)c3ccc(Br)s3)CC2)cc1,i,2,i,i,i,i,1,i,0,i,i
COc1cccc(SCc2noc(C(=O)NCCCN3CCOCC3)c2C(=O)NCCCN2CCOCC2)c1,i,1,i,i,i,i,-5,i,-4,i,i
COc1ccc(Cc2nnc(NC(=O)Nc3ccccc3)s2)cc1OC,i,-4,i,i,i,i,-10,i,7,i,i

# Screening data deposited in PubChem BioAssay by several laboratories.
